Screens from PubChem BioAssay.
BAP1 block: inhibitors of BAP1 deubiquitinase, primary screen, biochemical, Ub-AMC fluorescence, kinetic; Ubiquitin carboxyl-terminal hydrolase BAP1 (Homo sapiens), Q92560; recombinant BAP1, Ub-AMC hydrolysis fluorescence kinetic; stronger effect = lower value; activity remaining (% of control), % at 20 µM; 0.48% of 72,000 active; AID 436, 2006;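 active = activity remaining at or below 50% of control, provided the compound also passes the data quality filters; inactive = the rest, including low values that fail the filters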;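 note: 100% = DMSO wells rate and 0% = substrate alone blank rate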
Target sequence (Q92560 whole entry, looked up): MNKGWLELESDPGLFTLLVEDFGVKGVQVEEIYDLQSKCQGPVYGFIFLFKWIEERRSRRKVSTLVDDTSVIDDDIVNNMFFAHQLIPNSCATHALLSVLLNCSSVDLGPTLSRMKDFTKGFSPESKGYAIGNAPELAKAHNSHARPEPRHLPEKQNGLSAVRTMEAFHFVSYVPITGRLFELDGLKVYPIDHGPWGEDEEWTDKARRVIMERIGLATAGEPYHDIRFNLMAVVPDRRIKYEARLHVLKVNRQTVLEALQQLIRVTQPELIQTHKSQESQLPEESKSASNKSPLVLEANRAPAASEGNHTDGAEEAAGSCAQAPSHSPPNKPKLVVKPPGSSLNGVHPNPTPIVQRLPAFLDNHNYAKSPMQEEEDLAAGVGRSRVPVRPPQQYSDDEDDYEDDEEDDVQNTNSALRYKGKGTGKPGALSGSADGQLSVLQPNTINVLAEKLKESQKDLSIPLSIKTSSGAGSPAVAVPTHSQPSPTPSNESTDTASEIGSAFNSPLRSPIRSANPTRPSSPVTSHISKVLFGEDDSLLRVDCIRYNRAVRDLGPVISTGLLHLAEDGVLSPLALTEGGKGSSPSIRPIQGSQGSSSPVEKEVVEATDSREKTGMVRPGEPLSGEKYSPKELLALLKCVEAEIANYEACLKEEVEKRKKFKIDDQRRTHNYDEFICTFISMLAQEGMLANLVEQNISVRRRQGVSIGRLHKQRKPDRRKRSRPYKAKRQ
HePTP inhibitor: inhibitors of human HePTP phosphatase, primary screen, biochemical, absorbance, leukemia target; Tyrosine-protein phosphatase non-receptor type 7 (Homo sapiens), P35236; AID 521, 2006; inhibition, % at 20 µM; 0.64% of 110,000 active; recombinant HePTP phosphatase activity, OD absorbance; in the data active = inhibition above about 50%;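 note: plate controls were vehicle for no effect and reference inhibitor for full effect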
Target sequence (P35236 whole entry, looked up): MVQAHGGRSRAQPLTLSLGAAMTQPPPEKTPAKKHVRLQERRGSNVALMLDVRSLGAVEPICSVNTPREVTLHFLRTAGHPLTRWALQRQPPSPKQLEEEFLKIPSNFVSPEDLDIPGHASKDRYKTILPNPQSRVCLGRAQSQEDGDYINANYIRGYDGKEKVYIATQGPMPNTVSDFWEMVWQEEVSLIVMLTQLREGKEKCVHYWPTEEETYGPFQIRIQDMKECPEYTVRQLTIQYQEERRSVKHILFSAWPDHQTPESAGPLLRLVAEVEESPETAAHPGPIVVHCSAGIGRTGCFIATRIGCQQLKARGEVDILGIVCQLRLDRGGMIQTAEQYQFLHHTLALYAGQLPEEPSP
Numbers without * were called inactive; . = not tested or not shown.

BAP1 block,HePTP inhibitor,Structure
89,4,Cc1ccc(C(=O)CC2(O)C(=O)N(C)c3ccc(Br)cc32)c(C)c1 (stereo not given)
.,-5,COc1ccc(-c2noc(-c3ccc(C(C)(C)C)cc3)n2)cc1OC
97,5,Oc1ccc(CNC2CCCCC2)cc1
.,7,CN1CCN(c2ncnc3c2sc2nc(N4CCOCC4)c4c(c23)CCC4)CC1
.,-2,CCOC(=O)c1cccc(N2C(=O)C3C4c5ccccc5C(CC)(c5ccccc54)C3C2=O)c1 (stereo not given)
101,8,COc1ccc(Cc2nnc(SCC(=O)NC(C)c3ccccc3)o2)cc1 (stereo not given)
115,9,CCCCC(CCC(=O)Nc1ccccc1C(=O)OCC)C(=O)O (stereo not given)
100,8,O=C(CSc1nc(-c2ccccc2)c(-c2ccccc2)o1)N1CCOCC1
96,-2,COC(=O)CC(C(=O)Nc1cc(C(=O)OC)cc(C(=O)OC)c1)N1CCN(C)CC1 (stereo not given)
93,8,Cc1ccc(S(=O)(=O)N(CC(=O)N2CCCC2)C2CCCCC2)cc1
.,-7,O=C1NC(=O)N(c2ccccc2)C(=O)/C1=C/c1cccc(Oc2ccccc2)c1
.,6,COc1cc2c(C(=O)Nc3ccc4c(c3)OCO4)cn(CC(C)C)c(=O)c2cc1OC
56,5,Cn1c(-c2ccc3c(c2)OCO3)cnc1NC(=O)CCC(=O)NCCc1ccccc1
108,6,O=C(NCCCn1ccnc1)c1ccco1
99,-12,CCC(C)[C@H](NC(=O)NCc1ccccc1Cl)C(=O)OC (stereo not given in full)
92,3,O=C(CCCOc1ccccc1)NCC1CCCO1 (stereo not given)
.,-12,CC1=NN(c2cccc(C(=O)O)c2)C(=O)/C1=C\c1ccc(C)cc1
92,5,CC1(C)CC(=O)C2=C(C1)OC(N)=C(C#N)C21CCC2(CC1)OCCO2
108,-2,COC(=O)Nc1ccc(S(=O)(=O)N2CCCC(C(=O)Nc3cccc4c3OCCO4)C2)cc1 (stereo not given)
.,7,O=C(CSc1nnnn1-c1ccccc1)c1cc2ccccc2oc1=O

Next section, overlapping the part above by 5 compounds.
BAP1 block,HePTP inhibitor,Structure
92,3,O=C(CCCOc1ccccc1)NCC1CCCO1 (stereo not given)
.,-12,CC1=NN(c2cccc(C(=O)O)c2)C(=O)/C1=C\c1ccc(C)cc1
92,5,CC1(C)CC(=O)C2=C(C1)OC(N)=C(C#N)C21CCC2(CC1)OCCO2
108,-2,COC(=O)Nc1ccc(S(=O)(=O)N2CCCC(C(=O)Nc3cccc4c3OCCO4)C2)cc1 (stereo not given)
.,7,O=C(CSc1nnnn1-c1ccccc1)c1cc2ccccc2oc1=O
.,-5,COc1cccc(C2=NN(C(=O)c3ccccn3)C(O)(C(F)(F)F)C2)c1 (stereo not given)
.,8,COc1ccc(C2CC(=O)C3=C(C2)Nc2ccccc2NC3c2ccc(Cl)c([N+](=O)[O-])c2)cc1 (stereo not given)
.,-5,Brc1ccc(C=Nc2ccc(Oc3ccccc3)cc2)s1
.,-11,Cc1cc(C)nc(NS(=O)(=O)c2ccc(NC(=O)c3cc(Cl)cc(Cl)c3)cc2)n1
.,4,COc1cccc(OCCCOc2cccc3ccccc23)c1
82,1,CCOC(=O)N1CCN(c2c(NCCCN(CC)c3cccc(C)c3)c(=O)c2=O)CC1
.,4,CCOC(=O)C1=C(O)/C(=C/c2ccc(OC)cc2OC)SC1=Nc1ccccc1
103,0,Cc1nc(=O)c(-c2ccccc2)c(C)n1CCCO
.,-3,CC(NC(=O)CSCc1cccc(Br)c1)c1ccccc1 (stereo not given)
110,-3,Cn1c(=O)cc(SCC(=O)Nc2ccc3c(c2)OCO3)c2ccccc21
99,-6,N=c1c2c3c(sc2nc2n1CCC2)CCCC3
.,4,O=S(=O)(c1ccccc1)N1CCCc2ccccc21
85,4,CCN1C(=O)c2cccc3c(S(=O)(=O)Nc4nc(C)cs4)ccc1c23
96,9,Cc1ccc2[nH]c(C(=O)O)c(-c3ccccc3)c2c1
108,8,CC1Oc2ccccc2N(CC(=O)c2cccc(Cl)c2)C1=O (stereo not given)
122,7,COC(=O)c1ccccc1NC(=O)NCc1ccc2c(c1)OCO2
.,101*,O=C(COc1ccccc1Cl)NNC(=O)c1ccncc1
102,6,COC(=O)COc1ccc(NC(=O)C2CCCO2)cc1 (stereo not given)
.,-12,Clc1ccccc1CN1CCN(C2CCN(Cc3ccccc3)CC2)CC1
.,5,Cc1c(NC(=S)NC(C)(C)C)c(=O)n(-c2ccccc2)n1C

(listing goes on)
BAP1 block,HePTP inhibitor,Structure
.,7,CCOC(=O)c1c(NC(=O)COc2ccccc2C)sc(C(=O)Nc2ccc(C)cc2C)c1C
.,-10,COc1ccc(-c2csc(/C(C#N)=C/c3sccc3C)n2)cc1OC
100,-5,Cc1nc2ccccc2n1CC(=O)c1ccccc1
.,-9,CCN(CC)CCN1C(=O)C(=O)/C(=C(/O)c2ccc(OC)c(OC)c2)C1c1ccccn1 (stereo not given)
100,.,COc1ccc(C=Nc2ccccc2C(=O)O)cc1
.,0,N#CC1=C(SCC(=O)OCc2ccccc2)NC(=O)CC1c1cccc2ccccc12 (stereo not given)
.,96*,CC(C)Oc1ccc(C(=O)Nc2nc3ccccc3s2)cc1
122,7,O=C(Nc1ccc(N2CCN(C(=O)c3ccco3)CC2)cc1)c1ccccc1F
85,4,Cc1nc(-c2cccc(S(=O)(=O)N3CC(C)OC(C)C3)c2)cs1 (stereo not given)
77,9,COCCNC(=O)c1cc2cc(Br)cc(OC)c2oc1=O
.,-2,COc1cc(/C=C(\C#N)c2nc3ccccc3[nH]2)ccc1OCC(=O)O
98,-3,C=CCn1c(SCCN2CCCCC2)nc2c1c(=O)[nH]c(=O)n2C
.,3,Cc1c(C(=O)NC(C)c2ccccc2)cccc1[N+](=O)[O-] (stereo not given)
.,6,Cc1ccc(S(=O)(=O)N2CCCCC2)c(C)c1N1CCc2cn[nH]c21
.,5,CCOc1ccc(N(CC(=O)N2CCCCC2)S(=O)(=O)c2ccc(Br)cc2)cc1
116,2,Cc1cccc(NC2=NCC(=O)N2Cc2ccccc2)c1
21*,.,CCCCCOC(=O)CSc1nc2c(c(=O)[nH]c(=O)n2C)n1CCc1ccccc1
111,-1,COc1ccc(CCNC(=O)c2c(O)c3cccc4c3n(c2=O)CC4)cc1OC
.,-9,CC(=O)Nc1ccc(NC(=O)c2ccc(Cl)c(Cl)c2)cc1
121,.,COc1cc(OC)nc(NC(=O)CS(=O)(=O)c2ccccc2)n1

The list continues.
BAP1 block,HePTP inhibitor,Structure
84,6,CCc1[nH]nc2c1C1(CCN(C(=O)c3ccccc3)CC1)C(C#N)=C(N)O2
76,.,BrC12CC3CC(C1)CC(Br)(C3)C2
128,-5,O=C(NCc1ccccc1)C1C(=O)N(Cc2ccccc2)C(=O)C1C1(O)CCCC1 (stereo not given)
157,.,C=CCn1c(SCC(=O)N2CCOCC2)nc2sc3c(c2c1=O)CCC3
115,14,Fc1ccc(-c2csc3nnc(SCc4cccnc4)n23)cc1
120,.,Cc1nc2cc(NC(=O)CN3C(=O)c4ccccc4C3=O)ccc2n1-c1ccccc1
.,-12,Cc1c(-c2ccccc2)n[nH]c1C(=O)N/N=C/c1cccc([N+](=O)[O-])c1
77,-2,CCc1cccc(NC(=O)CS(=O)Cc2nc(-c3ccc(C)cc3)oc2C)c1 (stereo not given)
101,18,CNC(=O)CSc1nnc(-c2ccc(S(=O)(=O)N3CCCC3)cc2)n1-c1cccc(C)c1C
97,0,O=C(O)C1C2CCC(C2)C1C(=O)NCCCn1ccnc1 (stereo not given)
75,5,O=C(Nc1cccnc1)c1cc(-c2ccc3c(c2)OCO3)on1
122,4,CC1=C(C(=O)Nc2ccccn2)C(c2ccc(F)cc2)n2ncnc2N1 (stereo not given)
.,6,CCOC(=O)C(=CNc1ccc(Cl)cc1Cl)C(=O)OCC
92,3,O=C(CSc1nnc(-c2ccccn2)n1Cc1ccccc1)N1CCCC1
.,3,O=C(Nc1cccc(F)c1)/C(=C\c1cccs1)NC(=O)c1cccs1
.,7,CCCOc1ccc(C(=O)Nc2ccc(N3CCCCC3)cc2)cc1
91,9,COCCn1nnnc1C(c1ccccc1Cl)N1CCN(c2ccccc2OC)CC1 (stereo not given)
87,.,CCOC(=O)c1ccc(NS(=O)(=O)c2ccc(-c3ccccc3)cc2)cc1
.,6,O=C1Nc2ccc(Br)cc2/C1=C/c1ccc2ccccc2n1
.,-1,Cc1ccccc1OCCn1cc(/C=C2/SC(=S)N(C)C2=O)c2ccccc21

Ordered by formula weight (smallest number first): some entries from above
BAP1 block,HePTP inhibitor,Structure
75,5,O=C(Nc1cccnc1)c1cc(-c2ccc3c(c2)OCO3)on1
.,6,CCOC(=O)C(=CNc1ccc(Cl)cc1Cl)C(=O)OCC
.,-1,Cc1ccccc1OCCn1cc(/C=C2/SC(=S)N(C)C2=O)c2ccccc21

(next part)
BAP1 block,HePTP inhibitor,Structure
.,-5,CCCCP(=O)(CCCC)COc1ccc(Br)cc1
.,6,COC(=O)c1[nH]c2ccc(C)cc2c1NC(=O)CN1CCN(C(=O)c2ccccc2)CC1
77,.,COc1cc(C(=O)Nc2cccnc2)ccc1OCc1ccc(Cl)cc1
.,7,COc1cc(-c2noc(-c3ccc([N+](=O)[O-])cc3)n2)cc(OC)c1OC
115,10,Nn1c(Cc2cccc3ccccc23)nnc1SC1CCOC1=O (stereo not given)
113,12,CC(C)c1nc2oc3c(N4CCN(C)CC4)ncnc3c2c2c1CCC2
65,-1,CCn1c(NC2CCCCC2)nc2ccccc21
89,-3,COc1cccc(-n2nnc3c(=O)n(Cc4cccc(F)c4)cnc32)c1
.,4,COc1ccc(CCNC(=O)C2CC(=O)N(c3ccc(Br)cc3)C2)cc1OC (stereo not given)
.,-22,Cc1ccc2nsnc2c1NC(=O)C(c1ccccc1)c1ccccc1
.,-4,COc1ccc(S(=O)(=O)Nc2ccc(NS(=O)(=O)c3ccc(OC)cc3)c3ccccc23)cc1
.,4,COCC(=O)Nc1ccc2ccccc2c1
.,-8,O=C(CN1CCOCC1)Nc1cc(C(F)(F)F)cc(NC(=O)CN2CCOCC2)c1Cl
.,1,O=C(N/N=C/c1ccc(Br)cc1)C1CC(=O)N(c2ccc(F)cc2)C1 (stereo not given)
109,-3,O=C(CN1CCOCC1)Nc1cccc(Br)c1
101,0,O=C(CSC1=NCCN1)C1COc2ccccc2O1 (stereo not given)
.,-1,COc1cc(/C=C2\SC(=Nc3ccc(O)cc3)NC2=O)ccc1O
169,13,O=c1c2[nH]c3cccc(Cl)c3c2ncn1CCN1CCCCC1
61,.,Cc1c(N=Cc2ccc(-c3ccccc3[N+](=O)[O-])o2)c(=O)n(-c2ccccc2)n1C
52,.,c1ccc(Cc2nnc3sc(C4COc5ccccc5O4)nn23)cc1 (stereo not given)

Entries listed so far that bear a hit mark in BAP1 block.
BAP1 block,HePTP inhibitor,Structure
21*,.,CCCCCOC(=O)CSc1nc2c(c(=O)[nH]c(=O)n2C)n1CCc1ccccc1

(continued)
BAP1 block,HePTP inhibitor,Structure
104,10,COc1ccc(C(CC(=O)NCCCN2CCOCC2)NS(=O)(=O)c2ccc(C)cc2)cc1 (stereo not given)
.,6,CCOC(=O)C(C(=O)OCC)C1OC(=O)c2cc3c(cc21)C(=O)OC3C(C(=O)OCC)C(=O)OCC (stereo not given)
102,6,Cc1cccc(CCNS(=O)(=O)c2ccc3c(c2)oc(=O)n3C)c1
.,9,COC(=O)CCC(=O)Nc1ccc(C)cc1C
79,0,Cc1cc2c(ccc3c2no[n+]3[O-])nn1
.,1,COc1ccc(CNC(=O)c2ccc(F)cc2)cc1
79,-3,CN1C(=O)/C(=C2/C=Cc3ccccc3N2CCCS(=O)(=O)O)SC1=S
.,9,Cc1ccc2nc(/N=C(/N)NC(=O)Cc3ccc(Cl)cc3)nc(C)c2c1
96,6,CC(C)(C)c1nc(NCCN2CCOCC2)c2nnn(Cc3ccccc3Cl)c2n1
70,-3,CCN1C(c2ccc(F)cc2)=CS/C1=C(\C#N)c1nnc2n1-c1ccccc1SC2
68,8,CCCn1c(SCC(=O)NCCc2ccc(OC)c(OC)c2)nc2c1c(=O)n(C)c(=O)n2C
89,4,O=C(c1nn2cccnc2c1Cl)N1CCN(c2ccccc2)CC1
56,-1,O=C(Cc1cccs1)Nc1nncs1
.,-10,Cc1cc(OCC(=O)Nc2ccccc2[N+](=O)[O-])cc(C)c1Cl
90,0,O=[n+]1c2c(n([O-])c3c1CCCC3)CCCCC2
107,4,CN(C)CCCN(C(=O)c1cccs1)c1nc(-c2ccccc2)cs1
.,2,CN(C)C(=O)c1ccc(CN2CCc3ccccc3C2)cc1
79,8,O=C(OCC#CCSc1nnc(-c2ccccc2)o1)c1ccco1

Single entries from the results shown.
Under HePTP inhibitor, `CCCOc1ccc(C(=O)Nc2ccc(N3CCCCC3)cc2)cc1` reads 7
Under HePTP inhibitor, `COc1ccc(-c2noc(-c3ccc(C(C)(C)C)cc3)n2)cc1OC` reads -5
Under HePTP inhibitor, `COC(=O)CC(C(=O)Nc1cc(C(=O)OC)cc(C(=O)OC)c1)N1CCN(C)CC1` (stereo not given) reads -2
Under HePTP inhibitor, `CN1CCN(c2ncnc3c2sc2nc(N4CCOCC4)c4c(c23)CCC4)CC1` reads 7
Under BAP1 block, `Cc1ccc(S(=O)(=O)N(CC(=O)N2CCCC2)C2CCCCC2)cc1` reads 93
Under HePTP inhibitor, `COc1cccc(C2=NN(C(=O)c3ccccn3)C(O)(C(F)(F)F)C2)c1` (stereo not given) reads -5
